Screens: PubChem, several laboratories
bIAP act: intestinal alkaline phosphatase (bovine) activation; purified bovine IAP, CDP-star luminescence, 30 min; hits give high values; fold of DMSO-control signal, blank-subtracted; activation factor at 20 µM; hit rate 0.17% among 200,000; AID 1016;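 active means activation factor of 2 or more at 20 µM, a signal rise over negative controls twice the positive control's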
TNAP inh noacc: inhibitors of human TNAP without phosphate acceptor; P05186; purified TNAP, CDP-star luminescence, 30 min; inhibition, % at 20 µM; hit rate 0.26% among 200,000;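 active means tissue-nonspecific alkaline phosphatase inhibition above about 50% at 20 µM in the single-dose screen, limit read from the data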;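 further: 0% = DMSO negative control and 100% = EDTA positive control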
PMI activator: activators of human phosphomannose isomerase; P34949; purified human PMI, coupled resazurin fluorescence, 20 min; hits give high values; 1 = vehicle control, 0 substrate-free wells; activation factor at 20 µM; hit rate 0.005% among 190,000;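 active means activation factor of 2 or more at 20 µM, relative to plate controls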
Target sequence (P34949 whole entry, looked up): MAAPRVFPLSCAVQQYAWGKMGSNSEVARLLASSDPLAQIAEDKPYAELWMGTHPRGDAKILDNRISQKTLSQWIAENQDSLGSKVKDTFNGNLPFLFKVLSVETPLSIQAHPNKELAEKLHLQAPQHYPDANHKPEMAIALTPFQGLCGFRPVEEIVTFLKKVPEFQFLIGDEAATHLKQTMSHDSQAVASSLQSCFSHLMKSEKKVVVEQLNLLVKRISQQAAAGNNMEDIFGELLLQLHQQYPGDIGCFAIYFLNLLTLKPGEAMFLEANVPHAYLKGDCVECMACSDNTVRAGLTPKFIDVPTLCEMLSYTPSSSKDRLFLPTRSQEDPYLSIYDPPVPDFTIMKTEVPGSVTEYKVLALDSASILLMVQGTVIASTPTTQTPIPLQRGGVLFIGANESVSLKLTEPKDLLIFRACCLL
TNAP inh hi DEA: TNAP (human) inhibition, high acceptor. inhibition, % at 20 µM. purified TNAP, CDP-star luminescence, 1 M DEA. hit rate 0.03% among 200,000;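 active means over 50% inhibition of tissue-nonspecific alkaline phosphatase at 20 µM in the single-dose screen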;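 further: plate controls were DMSO wells for no effect and EDTA-quenched wells as full inhibition for full effect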
TNAP act hi DEA: activators of human TNAP at high phosphate acceptor concentration. AID 1136. 200,000 tested, under 10 active. purified TNAP, CDP-star luminescence, 1 M DEA, 30 min; hits give high values; 0 = EDTA background, 1 = DMSO-only activity. activation factor at 20 µM. P05186;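 active means activation factor at least 2 at 20 µM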
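system = human TNAP | amount = enzyme diluted 1/800 final | reagent = 100 µM CDP-star substrate | signal = luminescent substrate turnover signal | dosing = one dose, 20 µM | benchmarks = EDTA negative control, DMSO positive control | measure = activation factor | timing = 30 min reaction, room temperature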
FLuc act counter: firefly luciferase counter-screen for stimulation assays. activation factor at 10 µM. AID 1027. ATPlite luciferase biochemical, luminescence, 10 min; 0 = ATP-free wells, 1 = DMSO control. P08659. 200,000 tested, under 10 active;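 active means luciferase activation factor, scaled between plate controls, of at least 2 with compound at 10 µM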
Target sequence (P08659 whole entry, looked up): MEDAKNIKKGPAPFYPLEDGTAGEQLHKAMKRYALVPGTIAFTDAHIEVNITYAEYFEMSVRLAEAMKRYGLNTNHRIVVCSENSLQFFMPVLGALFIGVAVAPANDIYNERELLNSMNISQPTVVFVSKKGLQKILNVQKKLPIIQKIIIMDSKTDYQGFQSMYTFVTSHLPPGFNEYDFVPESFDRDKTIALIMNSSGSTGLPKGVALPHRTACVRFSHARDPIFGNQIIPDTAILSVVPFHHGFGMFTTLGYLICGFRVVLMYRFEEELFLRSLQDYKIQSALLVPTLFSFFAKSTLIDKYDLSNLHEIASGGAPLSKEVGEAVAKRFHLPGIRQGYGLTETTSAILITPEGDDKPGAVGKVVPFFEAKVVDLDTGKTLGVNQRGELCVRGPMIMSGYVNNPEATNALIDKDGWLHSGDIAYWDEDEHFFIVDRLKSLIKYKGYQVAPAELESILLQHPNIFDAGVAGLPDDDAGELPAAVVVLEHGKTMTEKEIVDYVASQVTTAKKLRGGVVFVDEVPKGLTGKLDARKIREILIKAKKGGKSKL
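Assay system: Luciferase/luciferin detection reagent, cell-free biochemical luciferase assay / Read-out: luciferase activation / Benchmarks: No-ATP low control, compound-free enzyme-plus-ATP high control / Medium: PBS buffer for ATP / Detection: luminescence measurement of luciferase light output / Schedule: 10 min at ambient temperature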
FLuc inh counter: inhibits firefly luciferase, flagging false hits in luciferase inhibition screens; P08659; ATPLite firefly luciferase biochemical luminescence, 10 min; inhibition, % at 10 µM; hit rate 1.5% among 200,000; AID 1006;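 active means inhibition above about 50% when tested at 10 µM, limit read from the data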
NF-kB expr up: NF-kB expression increase, human neuronal cells | AID 1239 | hit rate 1.6% among 190,000 | fold change at 12.5 µM | NF-kB reporter expression; hits give high values; in the data active means fold change above about 3.3
PMI act hi M6P: increases human PMI activity with near-saturating mannose 6-phosphate; P34949; coupled PMI enzyme assay, resazurin fluorescence, 20 min; hits give high values; 1 = untreated enzyme, 0 = substrate-free blank; activation factor at 20 µM; hit rate 0.34% among 190,000; AID 1216;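 active means activation factor of 2 or more at 20 µM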
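Test system: human PMI in coupled enzyme assay; Input: PMI at 15 ng/mL final; Medium: HEPES buffer, pH 7.4; Schedule: 20 min incubation at room temperature; Technique: resorufin fluorescence at Ex 544/Em 590 nm; Compound: 20 µM single dose; Probe or stimulus: Near-saturating mannose-6-phosphate, 1.0 mM.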
APP 5'UTR act: APP 5'UTR luciferase reporter activation | AID 1276 | activation, % at 2 µM | SH-SY5Y APP 5'UTR luciferase reporter, luminescence; zero percent = DMSO vehicle wells | hit rate 1% among 190,000;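 active means activation above a set limit, based on mean plus 3 SD of controls, cut at about 140% in these data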; further: values of inactives mirror those of a sister screen read the other way
The depositor's hits bear a star; . = no result given.

SMILES	bIAP act	TNAP inh noacc	PMI activator	TNAP inh hi DEA	TNAP act hi DEA	FLuc act counter	FLuc inh counter	NF-kB expr up	PMI act hi M6P	APP 5'UTR act
Cc1cnc(NC(=O)C2(c3ccccc3)CC2)s1	0.9	-4	1.1	-6	1.1	1.1	-7	1.4	1	6
COc1ccccc1N(CC(=O)Nc1ccc(C(F)(F)F)cc1)S(C)(=O)=O	1.1	-11	1	-4	1	1	-4	1.2	1.1	14
CCCn1c(SCC(=O)NCc2ccc(C)cc2)n[nH]c1=O	0.9	-7	1.1	-4	1	1	-3	0.88	1.1	8
O=C(COc1ccc2ccc(=O)oc2c1)OCc1ccccc1	0.9	-10	0.9	-6	1.1	1.1	-6	1.1	1	-3
O=C(NCc1nnc(SCC(=O)N2CCOCC2)o1)c1c(F)cccc1Cl	1.1	-11	1.1	2	1	1	-3	0.51	1.1	-11
CN1CCN(C(=O)c2cc3sccc3n2CC(=O)c2ccccc2)CC1	1	0	0.9	-3	1	1	-5	0.89	0.9	10
Cc1cc(Nc2ccccc2)c2c([N+](=O)[O-])ccc(C)c2n1	0.4	-1	0.8	8	0.9	1	-4	1	0.9	-26
Cc1cc(NC(=O)CCS(=O)(=O)c2nc(-c3ccccc3)cc(C(F)(F)F)n2)no1	0.9	0	1	5	1	1	-2	1.5	1.2	.
CCOc1ccccc1-c1ccc(C(=O)NCc2ccccc2)o1	1	-4	0.9	-1	1	1	-4	1.1	0.9	5
CC1(C)CC2CC(C)(CN2C(=O)C23CCC(C)(C(=O)C2)C3(C)C)C1 (configuration not stated)	0.9	-14	0.9	3	1	1	-1	1.2	0.9	4
Cc1[nH]ccc(=O)c1OC1OC(CO)C(O)C(O)C1O (configuration not stated)	0.5	2	1.1	0	1	1	-2	0.96	1.1	9
CCCCCCNC(=O)C(=O)NCCc1ccc(Cl)cc1	0.9	-8	1.1	-2	1	1.1	-6	1.1	1.1	-11
COc1ccc(NC(=O)CSc2ccc(F)cc2)cc1S(=O)(=O)N1CCCCC1	1.1	-17	0.9	-4	1	1	-2	0.86	0.9	-9
Cc1[nH]n(-c2ccccc2)c(=O)c1C(C[N+](=O)[O-])c1ccc(F)cc1 (configuration not stated)	0.9	-10	0.9	-4	1	1.1	-10	1.2	0.7	5
CCOc1ccc(-c2nc(C#N)c(N3CCN(C)CC3)o2)cc1	1	-11	1	-3	1	1.1	-5	1	1	3
CCOC(=O)N1CCN(C2CC(=O)N(c3ccc(F)cc3)C2=O)CC1 (configuration not stated)	0.9	-14	1	-6	1.1	1.1	-6	0.93	1	4
COc1ccc(-c2nnc3ccc(SCC(=O)NCc4ccco4)nn23)cc1	0.9	-15	1	-3	1	1	0	1.1	1	4
O=c1[nH]c2ccc(N/C(=N/S(=O)(=O)c3ccccc3)c3ccccc3)cc2[nH]1	0.9	-4	1	7	0.9	1	0	0.97	1	-1
O=C1CN(C(=O)c2ccc(F)c(S(=O)(=O)N3CCOCC3)c2)c2ccccc2N1	1.1	10	1	-1	1	1.1	-8	1.1	1.1	-8
COc1cccc(-c2noc(-c3ccc(Cl)nc3)n2)c1	1	2	1	-3	1	0.7	31	4.9*	0.9	124
NC(=O)[C@@H]1CCNc2c(I)cc([N+](=O)[O-])cc2C(=O)N[C@@H](CCC(=O)O)C(=O)N[C@@H](CO)C(=O)N1	0.6	-10	1.3	0	1	1	-1	1.5	1.4	8
COc1ccc(C(=O)CSc2cc(C)nc3nc(C)nn23)cc1OC	0.9	-13	0.9	1	1	1.1	-7	1.3	0.9	18
COc1ccc(/C(N)=N/OC(=O)c2ccc3c(c2)OCO3)cc1OC	0.9	-13	0.8	-6	1.1	0.4	62*	2.1	0.8	44
CCCc1cc(=O)n2c(nc3ccccc32)[nH]1	0.9	34	1	-4	1	0.8	16	1.6	1	60
COc1ccc(CCNC(=O)CSCc2ccc(Cl)cc2)cc1OC	0.8	-9	1.1	-4	1	1.1	-10	1.1	1.1	-6

Carrying on:
SMILES	bIAP act	TNAP inh noacc	PMI activator	TNAP inh hi DEA	TNAP act hi DEA	FLuc act counter	FLuc inh counter	NF-kB expr up	PMI act hi M6P	APP 5'UTR act
CCOc1ccc(-c2nn[nH]n2)cc1OCC	0.9	-3	1.1	3	1	1	-3	1.2	1	6
CC(=O)Nc1ccc(S(=O)(=O)Nc2ccc(-c3ccc4nnc(C)n4n3)cc2)cc1	1.2	-9	1.1	-3	1	1	-2	1.1	1.1	5
COc1ccc(C(=O)NCC(=O)NCC2COc3ccccc3O2)cc1 (configuration not stated)	0.9	-8	1.1	8	0.9	1	4	0.98	1.1	3
Cc1cc(C)n(CCc2nc(-c3ccco3)cs2)n1	1	-26	0.9	0	1	1	-1	1	1	10
CNS(=O)(=O)c1cccc(C(=O)OCC(=O)N2CCc3ccccc3C2)c1	0.9	25	1.1	-8	1.1	1	0	1.2	1.1	4
NC(=O)c1cc([N+](=O)[O-])cc2c1C=Cc1ccccc1O2	1.1	-6	1.1	-4	1	1.1	-6	1.3	1.1	-8
COCCN(Cc1cc2cc(C)ccc2n2nnnc12)C(=S)Nc1ccccc1C	1	-7	0.9	-5	1.1	1	2	1.2	1	15
Cc1[nH]n(-c2cccc(Cl)c2)c(=O)c1/C=N/n1c(C)nc2ccccc2c1=O	1.2	-2	1.1	1	1	0.9	7	0.97	1.3	3
Cc1ccc(C(=O)NC(=S)Nc2cccc3c(C)cc(C)nc23)cc1	0.9	-11	1.1	6	0.9	1.1	-6	1.1	1.1	20
CCN(CC)CCCN(Cc1cc2cc3c(cc2[nH]c1=O)OCO3)C(=S)Nc1ccc(OC)cc1	1	-1	1	-8	1.1	1.1	-7	1.1	1.1	-19
COC(=O)Nc1ccc(S(=O)(=O)N2CCCCC2C(=O)O)cc1 (configuration not stated)	1.1	-13	0.9	-7	1.1	1	-3	0.88	0.9	-3
O=C(CCCCn1c(=O)[nH]c2ccsc2c1=O)NCc1cccnc1	0.9	-14	1	-5	1.1	1.1	-8	0.96	1	-5
O=S1(=O)CCC(n2ncc3c2/C(=C/c2ccccc2)CC3)C1 (configuration not stated)	0.9	-9	0.9	-6	1.1	1.1	-6	0.94	0.8	-11
COc1cc(=O)n(C)c2ccccc12	0.9	-13	0.9	-6	1.1	1.1	-6	1.3	0.9	-20
C/C(=N\Nc1nc(C)cc(-c2ccccc2)n1)c1ccc(C)o1	0.9	5	1	2	1	0.9	10	0.4	1	-6
O=C1N/C(=C\c2ccccc2)c2ccccc21	0.9	-2	0.9	1	1	0.8	15	1.6	0.9	39
O=C(CSc1nnc2c3c4c(sc3ncn12)CCCC4)NCc1ccco1	0.8	-3	0.9	0	1	1	-1	1.3	0.9	-4
O=C(Nc1cccc(-c2cn3cccnc3n2)c1)c1cccs1	0.9	-2	0.9	4	1	0.9	6	0.71	0.9	15
c1ccc(CCSc2ncnc3nc[nH]c23)cc1	0.9	-25	1	-6	1.1	1	0	1.3	1	28
CC1=Nn2c(nnc2-c2ccco2)SC1	1	-6	1.1	3	1	1	1	1.1	1.1	-4
O=C1CC(N2CCSCC2)C(=O)N1c1cccc(Cl)c1 (configuration not stated)	0.9	-7	1.1	-4	1	1.1	-11	0.9	1.1	9
CN1CCC(=NNC(=O)c2ccc(N(Cc3ccccc3Cl)S(C)(=O)=O)cc2)CC1	1.5	-11	0.9	-4	1	1.1	-8	1.2	1	-15
O=C(NC(=S)Nc1ccccc1N1CCOCC1)c1ccc(-c2cc(Cl)ccc2Cl)o1	3.9*	2	1	0	1	1.1	-10	0.96	1.1	-9
Cc1ccccc1C(=O)Nc1ccccc1-n1cccc1	0.9	-7	1	-13	1.1	1.1	-8	1.1	1	1
O=C(COC(=O)c1cccnc1SCC(=O)NCc1ccccc1)NCc1ccccc1	0.9	-3	1.1	-5	1	0.8	18	1.2	1.1	29

Two entries from above, set out differently.
structure,bIAP act,TNAP inh noacc,PMI activator,TNAP inh hi DEA,TNAP act hi DEA,FLuc act counter,FLuc inh counter,NF-kB expr up,PMI act hi M6P,APP 5'UTR act
Cc1[nH]ccc(=O)c1OC1OC(CO)C(O)C(O)C1O (configuration not stated),0.5,2,1.1,0,1,1,-2,0.96,1.1,9
Cc1cc(NC(=O)CCS(=O)(=O)c2nc(-c3ccccc3)cc(C(F)(F)F)n2)no1,0.9,0,1,5,1,1,-2,1.5,1.2,.

Carrying on.
SMILES	bIAP act	TNAP inh noacc	PMI activator	TNAP inh hi DEA	TNAP act hi DEA	FLuc act counter	FLuc inh counter	NF-kB expr up	PMI act hi M6P	APP 5'UTR act
O=C(Cc1ccccc1)NNC(=O)c1ccc(NC(=O)c2ccccc2)cc1	0.9	-26	1	-4	1	1	-1	1.3	0.9	5
O=C(c1ccc(Cl)cc1)c1nnc(-c2ccncc2)o1	1	1	1.1	-9	1.1	1	-1	1.4	1.1	12
C(#Cc1ccccc1)C[N+]1(CC#Cc2cccc3ccccc23)CCOCC1	1.2	-11	1.1	-10	1.1	1	-4	0.86	1.1	1
COc1ccc(N2C(=O)CC(N3CCN(Cc4ccc5c(c4)OCO5)CC3)C2=O)cc1 (configuration not stated)	1	-12	1	-1	1	1	-4	1	1.1	12
C=CCOC(=O)C1C(=O)CC(C)(O)C(C(=O)OCC=C)C1c1ccc(OCC)cc1 (configuration not stated)	1	-6	1	-6	1.1	1	-2	1.3	1	6
CN(C(=O)c1ccno1)c1nnc(-c2cnccn2)s1	1	-12	0.9	-5	1.1	1	-4	0.76	0.9	20
CCC1CCCCN1Cc1nc2c(c(=O)n(C)c(=O)n2C)n1CCCc1ccccc1 (configuration not stated)	1	5	0.9	-2	1	1.1	-7	.	1	.
O=C(CSc1nccn1-c1ccccc1)N1CCc2ccccc21	0.9	-21	1	-1	1	1	-1	1.3	1.1	2
CCN1C(=O)C2(C(C#N)=C(N)Oc3c2c(C)nn3-c2ccccc2)c2ccccc21 (configuration not stated)	0.9	-6	0.8	-2	1	1	-1	0.98	0.4	6
O=C(NC1CCCCC1)c1ccc(CN2CCOCC2)cc1	1	-6	0.9	-2	1	1	-4	1.5	1	28
Cc1sc2nc(CSCC(=O)N(C)c3ccccc3)[nH]c(=O)c2c1C	0.9	7	1.2	4	1	1.2	-18	1.2	1.2	9
Fc1cccc(Cl)c1CSc1nnc(COc2cccc3cccnc23)o1	0.9	-23	0.9	-6	1.1	1.1	-5	0.98	0.9	11
CCN(CC)S(=O)(=O)c1cc(-c2nnc(-c3ccc(Br)cc3)o2)ccc1Cl	0.9	-15	1	-8	1.1	1	-2	1.1	1	8
Cc1cccc(C)c1C(=NCCCN(C)C)c1ccccc1	1	-8	1	2	1	1.1	-7	0.8	1	19
O=C(CO)N/N=C/c1c2ccccc2cc2ccccc12	1	-5	1	-2	1	1	-5	1.2	0.9	12
CN(CC(=O)NCc1ccccc1Cl)CC(=O)Nc1cccc(F)c1	1.1	-14	1	-5	1.1	1	-5	0.98	1	9

Five entries already listed, arranged by the number in APP 5'UTR act, ascending.
Compound	APP 5'UTR act
C(#Cc1ccccc1)C[N+]1(CC#Cc2cccc3ccccc23)CCOCC1	1
CCN1C(=O)C2(C(C#N)=C(N)Oc3c2c(C)nn3-c2ccccc2)c2ccccc21 (configuration not stated)	6
Cc1sc2nc(CSCC(=O)N(C)c3ccccc3)[nH]c(=O)c2c1C	9
Fc1cccc(Cl)c1CSc1nnc(COc2cccc3cccnc23)o1	11
O=C(NC1CCCCC1)c1ccc(CN2CCOCC2)cc1	28
